Rad51 HR inh – Rad51 (human) homologous recombination inhibition | Q06609 | hRad51 DNA strand exchange, fluorescence dequenching | inhibition, % at 10 µM | 200,000 compounds, 0.085% hits | AID 1385;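 active means inhibition above 40% at the single screening dose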;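 further: 0% = DMSO control wells and 100% = blanks with heterologous ssDNA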
Target sequence (Q06609 whole entry, looked up): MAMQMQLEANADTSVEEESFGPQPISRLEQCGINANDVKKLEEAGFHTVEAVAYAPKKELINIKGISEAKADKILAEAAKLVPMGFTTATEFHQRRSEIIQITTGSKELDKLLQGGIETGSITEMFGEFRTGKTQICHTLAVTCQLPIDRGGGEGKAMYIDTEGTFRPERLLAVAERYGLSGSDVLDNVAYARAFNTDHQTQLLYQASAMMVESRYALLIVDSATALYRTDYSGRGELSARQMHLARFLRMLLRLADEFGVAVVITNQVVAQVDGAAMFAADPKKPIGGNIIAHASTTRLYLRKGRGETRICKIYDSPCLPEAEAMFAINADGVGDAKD
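Material: hRad51 filaments on single-stranded DNA; Reagent: Donor/quencher-labelled 47-bp dsDNA substrate; Compound: 10 µM final, single point; Schedule: 37 °C 15-min filament assembly, 30-min compound preincubation, 15-min exchange; Technique: FRET fluorescence, excitation 485 nm, emission 520 nm; Benchmarks: control wells and blank wells on each plate.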
hK5 inh – blocks human kallikrein 5 protease activity; Q9Y337; recombinant hK5, fluorogenic AMC substrate cleavage; inhibition, % at 5 µM; 210,000 compounds, 0.59% hits; AID 873;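 active means inhibition of 40% or more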;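 further: 0% = enzyme controls without compound and 100% = no-enzyme blanks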
14-3-3 Bad inh – disrupts binding of bovine 14-3-3 zeta to phospho-Bad peptide; 220,000 compounds, 0.71% hits; P63103; TR-FRET 14-3-3zeta/Dy647-pBad peptide displacement, 1 h; inhibition, % at 21.7 µM;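 active means inhibition above about 70%, limit read from the data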;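 further: 0% = full 14-3-3 plus peptide FRET controls and 100% = background without 14-3-3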
eIF4E 4G PPI – blocks eIF4E binding to eIF4G; 220,000 compounds, 0.37% hits; inhibition, % at 21.7 µM; P63073+Q04637; TR-FRET eIF4E-eIF4GI(517-606) binding, 2 h; AID 782;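 further: 0% = full FRET control wells and 100% = background wells lacking eIF4GI fragment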
EBV gp42 inh – blocks Epstein-Barr virus glycoprotein 42 binding; Fluorescence polarization binding assay, mP read-out; inhibition, % (tested at 21.74 µM); 220,000 compounds, 0.42% hits; Q1HVG2; in the data active means inhibition above about 50%
Target sequence (Q1HVG2 whole entry, looked up): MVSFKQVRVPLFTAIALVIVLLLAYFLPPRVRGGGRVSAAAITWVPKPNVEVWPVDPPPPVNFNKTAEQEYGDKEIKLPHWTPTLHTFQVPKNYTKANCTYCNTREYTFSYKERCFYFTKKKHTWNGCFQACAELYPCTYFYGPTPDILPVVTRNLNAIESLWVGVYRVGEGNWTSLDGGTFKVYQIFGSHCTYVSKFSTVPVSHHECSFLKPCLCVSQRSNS
Cl transport mod – modulates chloride dependent transport by human KCC2; Q9H2X9; 190,000 compounds, 2.2% hits; KCC2 cells, thallium flux FluoZin-2 fluorescence; B-score of Tl+ flux slope (higher = more flux/activation; lower = inhibition) at 10 µM;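 active means thallium flux slope and its plate-corrected score both differing from the plate sample mean at a set confidence after two filtering rounds, in either direction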;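 further: slope of fluorescence scaled to starting intensity during 10 to 20 s after thallium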
Furin inhibitor – human furin inhibition | AID 463115 | purified furin, fluorogenic substrate cleavage | inhibition, % at 30 µM | 220,000 compounds, 0.061% hits; in the data active means inhibition above about 25%; further: inactives centre near -15
thrombin 1536 – blocks human thrombin protease activity. alpha-thrombin, Boc-VPR-AMC fluorogenic substrate cleavage. inhibition, % at 5 µM. 220,000 compounds, 0.26% hits. AID 1046;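 active means inhibition at or above 40%; inactive means inhibition below 40%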;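 further: 0% = enzyme with no compound and 100% = wells without enzyme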
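Assay system: human alpha-thrombin enzyme. Reagent: Boc-VPR-AMC substrate, 15 µM final. Compound dosing: one concentration per compound, 5 µM, with 0.2% DMSO. Incubation: room-temperature reaction. Technique: AMC fluorescence, 355/460 nm. Measure: % inhibition relative to enzyme controls and enzyme-free blanks.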
NCF1 inh – p47phox (human) inhibition. P14598. p47phox/p22phox peptide binding, fluorescence polarization, 2 h. inhibition, % at 24.7 µM. 220,000 compounds, 0.53% hits. AID 1274;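 further: 0% = p47phox with labelled peptide and 100% = labelled peptide alone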
Target sequence (P14598 whole entry, looked up): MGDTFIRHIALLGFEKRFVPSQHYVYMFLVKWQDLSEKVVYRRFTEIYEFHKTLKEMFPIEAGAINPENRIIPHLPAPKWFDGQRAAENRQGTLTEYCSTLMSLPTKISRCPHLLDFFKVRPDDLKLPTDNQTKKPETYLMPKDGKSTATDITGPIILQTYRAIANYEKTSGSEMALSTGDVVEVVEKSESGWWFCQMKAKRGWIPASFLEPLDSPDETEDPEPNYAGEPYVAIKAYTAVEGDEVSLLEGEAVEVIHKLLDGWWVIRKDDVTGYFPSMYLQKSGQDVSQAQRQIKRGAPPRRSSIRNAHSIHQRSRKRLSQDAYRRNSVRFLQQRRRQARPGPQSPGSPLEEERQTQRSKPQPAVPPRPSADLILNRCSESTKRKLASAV
Active calls of the source: *; nt = no result given; [ ] = another dose, or the depositor's remark.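 How the source made its calls, unless noted: active means inhibition above about 30% (limit read from the data); inactive means the rest.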 Hits appear at their usual frequency. About 4.7% of those tested had a hit in this group.

Molecule,eIF4E 4G PPI,Rad51 HR inh,Furin inhibitor,Cl transport mod,hK5 inh,thrombin 1536,14-3-3 Bad inh,EBV gp42 inh,NCF1 inh
CC1(C)S[C@@H]2[C@H](NC(=O)C(C(=O)O)c3ccccc3)C(=O)N2[C@H]1C(=O)O (stereo partly specified),1,8,-12,-0.45,-4,nt,0,-2,-6
CCCCn1c(SCC(=O)N2c3ccccc3CCc3ccccc32)nc2c1c(=O)n(C)c(=O)n2C,0,-6,-14[20 µM],-0.11,-10,2,4,-10,-3
O=C(NCc1ccc2c(c1)OCO2)c1nnc(Cc2ccc(Cl)cc2)o1,3[fluorescence artefact?],nt,-14,-0.051,-13,-2,0[fluorescence artefact?],-11,-1
COC(=O)C1CCCN1C(=O)COc1ccc(Br)cc1Cl (stereo unspecified),2[fluorescence artefact?],nt,-8,-0.17,-16,-8,2[fluorescence artefact?],-6,3
CNC(=S)NC1CC2CCCC(C1)N2Cc1ccco1 (stereo unspecified),-13[fluorescence artefact?],2,-18[20 µM],nt,-25,-9,-10,0,-19
CCC1CN(C(=O)Nc2ccc(C)cc2)c2cc(C)ccc2O1 (stereo unspecified),-5,5,-24,0.26,-4,-16,-8,4,-2
COCCOCCn1c(/C=C/c2ccccc2)nc2ccccc21,-6,-1,-12,-0.44,-20,-3,-2,-2,-4
CCOC(=O)/C=C/C(=O)OCC(=O)NC(c1ccccc1)c1ccccc1,13,-3,-1,0.29,-14,-8,6[fluorescence artefact?],-11,-11
COc1ccc2nc(NC(=O)c3ccc(-n4nc(C)cc4C)cc3)sc2c1,-8,-7,-29,0.046,-34,-3,3,-25,-3
COCCCNC(=O)CSc1nc2sc(C(=O)OC)c(C)c2c(=O)n1N,1,-8,-8,0.96,5,0,-2,-5,-8
CCC(CC)C(=O)c1c[nH]c(C(=O)O)c1,-2,-8,9,-0.0027,-2,-8,25,8,7
CCC(C)OC(=O)C(C)Oc1ccc(-c2ccccc2)cc1 (stereo unspecified),7,3,-10[20 µM],nt,55*,20,1,-12,-4
N#Cc1cccc(Oc2ccc(-c3cnc4ccccc4n3)cc2)c1C#N,10,6,-9,0.021,-21,-1,29[fluorescence artefact?],-31,11
CCOC(=O)C1(Cc2cccc(OC)c2)CCN(C/C=C/c2ccccc2)CC1,-2,-2,-24,0.62,0,-7,0,5,-4
Cc1nnc(SCCn2c(N3CCCCC3)nc3c2c(=O)[nH]c(=O)n3C)s1,2,nt,-21,0.36,1,4,-5,-17,-2
O=C(NCCCNC(=O)c1cccs1)c1cccs1,-1[fluorescence artefact?],7,-15,nt,8,1,-9[fluorescence artefact?],-11,4
CCOC(=O)Cn1c(=O)oc2cc(S(=O)(=O)NC(C)c3ccccc3)ccc21 (stereo unspecified),-1[fluorescence artefact?],0,-15,nt,-5,-4,10[fluorescence artefact?],-1,-17
COCCCNC(=S)NNC(=O)c1cccnc1,-7[fluorescence artefact?],-7,-10[20 µM],0.43,-4,-4,-3[fluorescence artefact?],-16,-4
O=C(Nc1cccs1)Nc1ccc(Br)cc1F,-2,0,0,-0.18,-15,0,-15[fluorescence artefact?],-11,-14
COc1cc(OC)c2c(c1O)OC(c1ccccc1)CC2=O (stereo unspecified),5,-4,-30,-0.35,-12,3,12,-4,-25
Nc1[nH][nH]c(=O)c1N=Nc1cccc(Cl)c1,-1,2,-12,nt,-1,-14,-7,-17,-8
O=C(CSc1nc2ccccc2s1)Nc1ccc2c(c1)OCO2,-1,0,-10,-0.28,1,-11,-6,13,-9
CN(Cc1ccc(-n2cccn2)cc1)C(=O)c1cnn2c1NC(c1ccco1)CC2C(F)(F)F (stereo unspecified),0,-7,-16[20 µM],-1.7,1,-1,0,-6,-27
CCCc1nc2oc3ccccc3c(=O)c2c(=O)n1CCCOC,5,12,-18,0.097,4,2,9,-10,2
COCCn1c(SCC(=O)c2cc(C)n(C)c2C)nc2ccccc2c1=O,0,13,-18,-1.4,-2,-13,-6,8,-15
O=c1nc(SCc2c(F)cccc2Cl)nc(-c2ccc(Cl)cc2)[nH]1,4,18,-21,-1.7,11,5,0,-9,-10
Cc1ccc(S(=O)(=O)NC(=O)c2ccccc2)cc1C(C)C,-3,22,-28,-1.3,3,-16,-7,-16,-1
CCOc1ncccc1C(=O)OCc1cc(=O)oc2c(C)c(C)ccc12,-35,3,-18,0.28,-7,2,33[fluorescence artefact?],-26,3
CC(=O)N1CCc2cc(NS(=O)(=O)c3cccs3)ccc21,3,-5,-31,nt,0,3,0,-17,1
COc1ccc(CN(Cc2ccc(C(=O)O)cc2)C(=S)Nc2ccccc2F)cc1OC,-2,27,9,0.48,-2,-8,-20,3,-2

Structures from the list above that have a furan ring, fused or not:
Molecule,eIF4E 4G PPI,Rad51 HR inh,Furin inhibitor,Cl transport mod,hK5 inh,thrombin 1536,14-3-3 Bad inh,EBV gp42 inh,NCF1 inh
CNC(=S)NC1CC2CCCC(C1)N2Cc1ccco1 (stereo unspecified),-13[fluorescence artefact?],2,-18[20 µM],nt,-25,-9,-10,0,-19
CN(Cc1ccc(-n2cccn2)cc1)C(=O)c1cnn2c1NC(c1ccco1)CC2C(F)(F)F (stereo unspecified),0,-7,-16[20 µM],-1.7,1,-1,0,-6,-27

Continuation:
Molecule,eIF4E 4G PPI,Rad51 HR inh,Furin inhibitor,Cl transport mod,hK5 inh,thrombin 1536,14-3-3 Bad inh,EBV gp42 inh,NCF1 inh
Cc1ccc(C(=O)NCCSc2ccccc2)cc1S(=O)(=O)Nc1ccccc1,-16,4,-5[20 µM],nt,-1,-8,-2,13,-12
O=C(COc1cccnc1[N+](=O)[O-])N1CCN(S(=O)(=O)c2ccc3ccccc3c2)CC1,14,3,8,1.2,-9,-7,6,-21,-30
COC(=O)c1ccc(-c2noc(CN(C)Cc3ccncc3C)n2)cc1,-2,0,-32,0.037,-3,-7,-4,-5,-15
C=CCn1c(SCC(=O)NC2CC2)nc2sc(CC)cc2c1=O,2,-7,-19,-0.45,-3,-8,0,-8,-4
CCOC(=O)c1cnn(-c2ccccc2)c1-n1cccc1C(=O)C(=O)Nc1ccccc1,5,-2,-12,-0.022,-24,-2,12,6,-14
CN(Cc1ccno1)C(=O)CC1C(=O)NCCN1CC(c1ccccc1)c1ccccc1 (stereo unspecified),-1,nt,-31,-0.079,nt,0,-7,8,-11
NC(=O)c1cccc2c3c([nH]c12)CCCC3,5,6,-13,nt,-5,-4,11[fluorescence artefact?],-8,-1
O=C(N/C(=C\c1ccc(Br)cc1)C(=O)N1CCCC1)c1ccccc1F,0,26,-13,-1.7,-7,0,-9,10,-6
Cc1cccc(NC(=O)CN(c2ccc(C(C)C)cc2)S(=O)(=O)c2c(C)nn(C)c2C)n1,2,1,-16,nt,1,0,-6,-5,-10
COc1ccc(C(CCNC(C)c2ccccc2)c2ccc(F)cc2)cc1 (stereo unspecified),2,10,-12,1.9,-6,8,-9,12,-11
CC(c1ccc(F)cc1)n1cc(C(=O)NCCN(C)C)nn1 (stereo unspecified),-4,4,-28,0.67,-2,-5,-14,-2,-1
CCCC1(C(=O)OCC)NC(c2ccc(N(C)C)cc2)C2C(=O)N(c3ccc(F)cc3)C(=O)C21 (stereo unspecified),-3,5,-24[20 µM],0.73,-6,0,-9,2,-8
CCOC(=O)C1CCCN(C(=O)c2cc3ncc(Br)cn3n2)C1 (stereo unspecified),10,-1,-22[20 µM],-0.19,48*,17,-4,-18,-4
CCN1CCN(c2oc(-c3ccc([N+](=O)[O-])cc3)nc2C#N)CC1,3,-6,-19,-1.4,2,0,0,-7,-8
CC(C)OC(=O)C(NC(=O)c1ccccc1)=C1CCCCC1,7,1,-16,-0.011,-13,3,1,-5,-5
CC1(C)CC(=O)C2=C(C1)Nc1ccccc1NC2c1ccccn1 (stereo unspecified),5,-2,-10,-0.89,-1,-4,-17,-3,-4
CN(C)NC(=O)c1csnc1-c1c(Cl)cccc1Cl,0,-14,-10,nt,-4,-3,2,5,4
CC(=O)Nc1ccc(S(=O)(=O)Nc2nnc(CC(C)(C)C)s2)cc1,1,-3,-20,0.34,-12,-5,2,3,-2
Cc1nc(N2CCCCC2)sc1C(=O)c1ccc(SCCO)c([N+](=O)[O-])c1,0,nt,-20,-0.85,nt,1,0,-7,nt
O=C(Cc1cccs1)Nc1cccc(-c2ccc3nncn3n2)c1,-5,3,-25,0.34,5,-6,-9,-3,-10
COc1ccc(-n2c(C(C)n3nc(C)c([N+](=O)[O-])c3C)n[nH]c2=S)cc1 (stereo unspecified),1,5,-25[20 µM],-0.27,-7,-1,-5,-12,-3
CCOC(=O)c1c(C)[nH]c(C(=O)N/N=C/c2ccc(Br)cc2)c1C,3,-3,-13,0.66,7,-3,2[fluorescence artefact?],2,-23
Cc1cc2occ(CC(=O)Nc3nnc(C4CC4)s3)c2cc1C,-1,9,-14[20 µM],0.28,2,-3,-6,-26,-23
CC(=O)NNC1=Nc2ccccc2N(C)C(C)C1 (stereo unspecified),17[fluorescence artefact?],13,-18,-1.8,-10,-4,-6,-2,-5
Cc1ccc(CNC(=O)CSCC(=O)O)cc1,0,8,-8[20 µM],-0.064,11,-5,7[fluorescence artefact?],-7,-8
O=C(NCCN1CCOCC1)c1ccc2c(c1)N(Cc1ccccc1)CCS2,-2,7,-43,nt,-31,1,4,-1,-5
CC(SCc1ccccc1)C(=O)N/N=C/c1cc2c(cc1Br)OCO2 (stereo unspecified),-2,1,-19[20 µM],0.88,1,-7,-3,-3,-4
Cc1nc(S(=O)(=O)N(C)Cc2ccccc2)c(C#N)c(C)c1Cl,1,0,-16,nt,10,3,5,6,-7
COc1cc(SC)ccc1C(=O)OCC(=O)NC1CCCCC1,2,-5,-12,-0.71,-4,-8,-2,1,5
Oc1ccc(/C(Cc2ccc3ccccc3n2)=N\Nc2ccccc2)c(O)c1,-3,nt,-19,0.029,nt,2,1,2,nt
CCN1CCC(=NNC(=O)CC23CC4CC(CC(C4)C2)C3)CC1,4,6,0[20 µM],0.61,-3,-6,11,-5,-6
O=C(CSc1nc(O)c(Cc2ccccc2)c(=O)[nH]1)Nc1nc2c(s1)CCCC2,1,-3,-17,-0.53,-7,-8,-1,5,-3
O=C(CN1C2CCCC1CC(NC(=O)c1ccccc1)C2)Nc1nccs1 (stereo unspecified),3,-6,4[20 µM],-0.061,-6,-1,-2,-3,-1
CCCCOc1ccc(CNC(=O)NS(=O)(=O)c2ccc(OCC(C)C)cc2)cc1,4[fluorescence artefact?],-5,-11[20 µM],0.53,-16,1,0,-27,-4
CCOC(=O)c1c(NC2OC(=O)c3c2ccc(OC)c3OC)sc(C(=O)OC(C)(C)C)c1C (stereo unspecified),-12,22,5,0.033,-9,0,6[fluorescence artefact?],-9,-5
CCOc1ccc(/C=N/NC(=S)NC2CC3C=CC2C3)cc1 (stereo unspecified),-2,7,-12,-0.4,-2,-5,-7,-1,-14

Records above marked active in hK5 inh.
Molecule,eIF4E 4G PPI,Rad51 HR inh,Furin inhibitor,Cl transport mod,hK5 inh,thrombin 1536,14-3-3 Bad inh,EBV gp42 inh,NCF1 inh
CCC(C)OC(=O)C(C)Oc1ccc(-c2ccccc2)cc1 (stereo unspecified),7,3,-10[20 µM],nt,55*,20,1,-12,-4
CCOC(=O)C1CCCN(C(=O)c2cc3ncc(Br)cn3n2)C1 (stereo unspecified),10,-1,-22[20 µM],-0.19,48*,17,-4,-18,-4

Source: PubChem
